Bioassay records (PubChem BioAssay)
POLB inh = blocks human DNA polymerase beta activity. P06746. Pol beta primer extension/strand displacement, fluorescence kinetic. Potency, µM (highest dose often 114 µM), without a hit: at the highest dose activity change, negative = inhibition, hits mostly inhibitors. 340,000 tested, 1.3% active. AID 485314; further: potency means the concentration at half of the fitted maximal effect; on the % scale 0 is the no-effect control and ±100 the full control effect
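Human Pol beta at 10 nM; strand-displacement substrate 50 nM final. Compound exposure 15 min at room temperature before start, reaction 10 min at room temperature.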
Pol iota inh = DNA polymerase iota (human) inhibition; Q9UNA4; Pol iota fluorescent replication assay, 10 min; Potency, µM (series often up to 115 µM), for the others: top-dose activity, negative = inhibition, most hits filed as inhibitors; 390,000 tested, 1% active; AID 588590; further: potency means the concentration at half of the fitted maximal effect
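Fluorescent replication assay read twice, at 0 min and 10 min after adding 50 nM (final) substrate. Enzyme (10 nM) and compounds were first incubated 15 min at room temperature; enzyme-free buffer wells were negative controls.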
Pol eta inh = blocks human DNA polymerase eta activity; Potency, µM (titrated, usually from 114 µM), for inactives: at the highest dose activity change, negative = inhibition, actives largely listed as inhibitors; Q9Y253; 390,000 tested, 1.2% active; AID 588591; recombinant Pol eta, fluorescent DNA replication assay; further: potency means the concentration at half of the fitted maximal effect; on the % scale 0 is the no-effect control and ±100 the full control effect
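Pol eta at 10 nM preincubated with compounds 15 min at room temperature; reaction started with fluorescent substrate (50 nM final) and read kinetically at 0 and 10 min.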
POLK inh = blocks human DNA polymerase kappa activity; purified Pol kappa, fluorescent DNA synthesis assay, 10 min; Potency, µM (series often up to 107 µM), inactives show at the top dose activity, negative = inhibition, actives largely listed as inhibitors; 400,000 tested, 0.53% active; AID 588579; further: potency means the concentration at half of the fitted maximal effect; on the % scale 0 is the no-effect control and ±100 the full control effect
Target sequence (Q9UBT6 whole entry, looked up): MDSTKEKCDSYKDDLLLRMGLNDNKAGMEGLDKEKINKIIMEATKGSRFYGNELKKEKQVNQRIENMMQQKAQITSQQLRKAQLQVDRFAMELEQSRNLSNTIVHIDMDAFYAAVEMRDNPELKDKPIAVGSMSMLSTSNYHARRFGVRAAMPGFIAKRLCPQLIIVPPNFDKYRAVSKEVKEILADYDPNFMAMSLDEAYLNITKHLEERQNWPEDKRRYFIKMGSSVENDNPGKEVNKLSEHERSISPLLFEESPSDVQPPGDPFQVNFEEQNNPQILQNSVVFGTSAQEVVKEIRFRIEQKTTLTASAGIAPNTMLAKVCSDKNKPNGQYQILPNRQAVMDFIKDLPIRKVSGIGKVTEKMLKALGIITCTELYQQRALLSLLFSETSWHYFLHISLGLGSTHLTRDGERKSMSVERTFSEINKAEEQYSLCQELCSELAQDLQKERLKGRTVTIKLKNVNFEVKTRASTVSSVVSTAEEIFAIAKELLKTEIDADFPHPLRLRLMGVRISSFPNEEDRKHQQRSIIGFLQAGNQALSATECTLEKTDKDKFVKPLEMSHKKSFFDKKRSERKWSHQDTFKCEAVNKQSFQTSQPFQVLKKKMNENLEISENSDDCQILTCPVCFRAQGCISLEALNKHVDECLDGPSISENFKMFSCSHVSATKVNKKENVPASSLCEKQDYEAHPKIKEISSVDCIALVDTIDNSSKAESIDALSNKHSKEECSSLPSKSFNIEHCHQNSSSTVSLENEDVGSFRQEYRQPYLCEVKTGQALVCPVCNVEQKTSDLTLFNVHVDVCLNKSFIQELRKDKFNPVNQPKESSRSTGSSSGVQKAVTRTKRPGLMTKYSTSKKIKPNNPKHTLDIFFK
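Readout: fluorescence, taken kinetically at 0 and 10 min. Conditions: 10 nM Pol kappa, 15 min RT compound preincubation, 50 nM substrate final. Controls: enzyme-free buffer wells.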
Apoferritin bind = binds horse apoferritin like a general anesthetic; apoferritin/1-aminoanthracene competitive binding, fluorescence; AID 485281; Potency, µM (top dose mostly 77.5 µM), inactives show at the highest dose activity change, negative = displacement, actives largely listed as inhibitors; 350,000 tested, 0.074% active; P02791; further: potency means the concentration at half of the fitted maximal effect; on the % scale 0 is the no-effect control and ±100 the full control effect; nearly all actives have a fitted effect of over 20% in size
Target sequence (P02791 2-175 limits assumed): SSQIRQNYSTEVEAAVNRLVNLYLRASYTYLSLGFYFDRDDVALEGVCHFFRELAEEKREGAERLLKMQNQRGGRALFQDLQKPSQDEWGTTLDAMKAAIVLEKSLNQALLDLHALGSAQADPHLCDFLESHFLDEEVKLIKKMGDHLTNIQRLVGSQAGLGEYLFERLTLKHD
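Horse-spleen apoferritin (10 uM) in 50% saturated 1-aminoanthracene in PBS was incubated 10 min at room temperature with compound. Fluorescence (ex 380, em 535 nm) was normalized to free and bound 1-AMA, with concentration-response fitted by a four-parameter Hill equation.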
APE1 inh = blocks human APE1 abasic DNA cleavage; Potency, µM (doses to about 65.8 µM), for the others: top-dose activity change, negative = inhibition, most hits filed as inhibitors; P27695; recombinant APE1, TAMRA/BHQ-2 abasic DNA cleavage fluorescence; 350,000 tested, 0.35% active;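 further: potency means the concentration at half of the fitted maximal effect; plate controls were vehicle for no effect and reference inhibitor for full effect; nearly all actives have a fitted effect of over 55% in size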
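Compound pre-exposure to 0.75 nM APE1, 15 min at ambient temperature. Reaction initiated with 50 nM TAMRA/BHQ-2 THF substrate, read immediately in kinetic mode, 525 nm excitation, 598 nm emission.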
RXFP1 antag = blocks the human relaxin receptor RXFP1. HEK293-RXFP1, relaxin-stimulated cAMP HTRF, 30 min; stronger effect = lower value. Q9HBX9. AID 1259400. activity change, negative = inhibition, % at 57.5 µM. 350,000 tested, 0.59% active;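 active means activity change of -60% or lower, but not beyond a set lower limit; inconclusive means change between -60% and -40%, or beyond the set limit; inactive means change above -40%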; further: on the % scale 0 is the no-effect control and ±100 the full control effect
BLM inh = Bloom syndrome helicase (human) inhibition; P54132; recombinant BLM DNA unwinding, fluorescence dequenching; Potency, µM (series often up to 56.1 µM), without a hit: top-dose activity change, negative = inhibition, hits mostly inhibitors; 350,000 tested, 0.2% active; AID 2528;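 further: potency means the concentration at half of the fitted maximal effect; plate controls were vehicle for no effect and no enzyme for full effect; nearly all actives have a fitted effect of over 35% in size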
Tb PGK inh = blocks T. brucei phosphoglycerate kinase; P07378; PGK/GAPDH coupled, Kinase-Glo luminescence, 60 min; Potency, µM (highest dose often 57.5 µM), inactives show at the top dose activity change, negative = inhibition, usual class: inhibitors; 380,000 tested, 0.043% active; AID 602233; further: potency means the concentration at half of the fitted maximal effect; on the % scale 0 is the no-effect control and ±100 the full control effect; nearly all actives have a fitted effect of over 60% in size
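Luminescent ATP detection (Kinase-Glo Plus) follows a 60-minute room-temperature incubation, with wells lacking PGK as controls. Buffer: 100 mM TEA (pH 7.6), 5 mM MgCl2, 0.01% Tween-20. Coupling enzyme GAPDH (100 nM final) supplies unstable 1,3-BPG in-well.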
The depositor's hits bear a star; i = inactive; ? = inconclusive; nt = not tested or not shown; & = joins results of further samples; [ ] = another dose, or the depositor's remark. Unless noted, the call rests on the fitted dose curve; in most records, active means well fitted curve in the direction sought with a large enough effect; inconclusive means small, poorly fitted or top-dose-only effect, or another doubt; inactive means no such curve, though single readings can be large; an effect the other way counts as inactive or inconclusive. A portion of the library; count on the stated rates, not on these rows.

Molecule,Pol iota inh,Pol eta inh,RXFP1 antag,POLK inh,POLB inh,APE1 inh,Tb PGK inh,Apoferritin bind,BLM inh
O=C(CN(c1ccc(Cl)c(Cl)c1)S(=O)(=O)c1ccccc1)N1CCc2ccccc2C1,?,-15.2%,-5.6,-6.6%,36.9%[activator],-4.7%,0.0%,38.5%[activator],-11.2%
CC1CCC2(CC1)NC(=O)N(CC(=O)Nc1cccc(C#N)c1)C2=O (stereo not drawn),-0.4%,-9.9%,5.8,1.9%,nt,45.6%,-2.0%,nt,nt
Cc1cccc(NC(=O)CN(C)C(=O)C2CC2)c1C,9.4%,-21.9%,-2.9,-3.2%,nt,23.2%,-6.7%,nt,nt
CN(Cc1ccccc1)c1nc(N)nc(Cl)c1C=O,-21.6%,-9.6%,-18.7,6.6%,12.3%,-3.3%,-11.6%,-9.5%,-1.9%
CC(C)c1ccccc1NS(=O)(=O)N(C)C,-3.5%,-11.6%,-8.0,4.9%,30.6%[activator],-1.8%,-9.1%,?,-4.9%
CC(C)(C#N)c1cc(Cn2cncn2)cc(C(C)(C)C#N)c1,nt,nt,9.3,6.4%[60.1 µM],20.8%,15.6%,nt,2.0%,-6.2%&-5.3%
CC(NC(=O)C1CCC(C(C)(C)C)CC1)C(c1ccccc1)N1CCOCC1 (stereo not drawn),44.2%[activator],-21.9%,-3.8,-13.4%,-20.8%,-1.7%,-5.1%,-16.7%,-7.2%
C=CCn1c(SCC(=O)Nc2sccc2C(N)=O)nc2sc(C)c(C)c2c1=O,-10.0%,-9.4%,-9.2,-8.2%,?,?,-6.2%,-11.2%,-14.9%
COc1ccc(OCc2n[nH]c(=S)n2-c2ccc(C)cc2)cc1,22.1%,-19.1%,-0.6,3.6%,0.0%,1.7%,5.2%,-9.5%,-1.8%
CCOC(=O)c1c(-c2ccccc2)cn2c(C)cc(C)nc12,24.1%,-6.5%,6.5,-13.9%,9.9%,12.3%,-9.2%,142.5%[activator],-10.5%
O=C(OC(C(=O)NCc1ccccc1)c1ccccc1)c1ccco1 (stereo not drawn),18.4%,-0.5%,16.9,-8.0%,-4.9%,7.9%,8.5%,-3.3%,-4.6%
CCOc1nc(SCCOc2ccc(Cl)cc2Cl)nc(N(C)C)n1,10.6%,-13.3%,-11.8,-11.5%,1.8%,-1.4%,-1.0%,1.4%,-11.2%
CCC(C)(C)n1nnnc1C(C(C)C)N1CCN(C(=O)c2ccco2)CC1 (stereo not drawn),57.3%[activator],-18.7%,1.2,4.7%,25.0%,42.3%,1.2%,-1.3%,-2.4%
O=C1C2C(c3cccc(/C=C/c4ccccc4)c3)CC=CC2C(c2ccc(C(F)(F)F)cc2)N1Cc1ccccc1 (stereo not drawn),24.6%&-4.9%,-10.5%,nt,1.1%&-9.2%,1.3%,-1.7%&17.2%,3.2%,-14.1%&-3.7%,-0.1%&-5.5%
C=C1C(c2ccc(C)cc2)=CCc2cc(C)cc(C)c21,nt,nt,nt,11.0%[60.1 µM],nt,-7.5%&-0.6%,nt,-6.9%&-8.1%,-8.0%

Additional results:
Molecule,Pol iota inh,Pol eta inh,RXFP1 antag,POLK inh,POLB inh,APE1 inh,Tb PGK inh,Apoferritin bind,BLM inh
COc1ccc(NC2CCCN(C(=O)c3ccc(C)nc3)C2)cc1 (stereo not drawn),21.9%,-17.3%,5.0,-1.8%,32.0%,18.4%,-2.6%,-5.3%,0.1%
Cc1nc2ccc(NC(=O)c3ccc([N+](=O)[O-])cc3)cc2s1,9.0%,-14.4%,-2.6,-3.9%,1.2%,0.2%,6.4%,-15.2%,-5.1%
O=C(O)C1CCCCC1C(=O)NCCCN1CCCC1=O (stereo not drawn),37.5%[activator],-23.2%,0.3,5.1%,7.9%,13.6%,-4.3%,3.5%,0.7%
CN1CCS/C1=C/C=C1\SC(=S)N(CC(=O)O)C1=O,?,?,-3.5,-19.2%,-16.7%,3.2%,-9.0%,-11.4%,-5.0%
Cc1ccc(S(=O)(=O)N2CCCCC2)cc1C(=O)NCc1ccncc1,33.4%[activator],-2.2%,-15.9,-3.5%,25.3%,-8.9%,-6.7%,4.2%,0.9%
CC1(C)S[C@@H]2[C@H](NC(=O)[C@H](N)c3ccccc3)C(=O)N2[C@H]1C(=O)OC1OC(=O)c2ccccc21 (stereo partly drawn),?,-14.9%,nt,-11.4%,nt,8.0%,i,nt,nt
CCOc1cc(C(=O)N/N=C(\C)Cc2ccc(OC)cc2)cc(OCC)c1OCC,36.2%[activator],-8.9%,11.4,-5.5%,12.1%,-6.4%,-2.1%,-11.5%,2.1%
Cc1cccc(NC(=O)Cn2nc(-c3ccco3)ccc2=O)c1C,55.2%[activator],-7.2%,1.1,-5.7%,5.3%,69.1%[activator],i,-16.0%,0.1%
Cc1ccc(N2CC(c3nnc(Cc4ccc(F)cc4)o3)CC2=O)cc1 (stereo not drawn),7.1%,-15.9%,-6.3,-5.6%,34.3%,nt,-2.1%,-6.0%,-1.7%
C=CCOc1ccc(CN(C)C(=O)C2CCCO2)cc1 (stereo not drawn),30.0%,6.6%,4.1,-6.0%,22.0%,6.3%,1.2%,5.1%,-3.8%
Cc1c(NC(=O)COC(=O)C(c2ccc(Cl)cc2)C(C)C)c(=O)n(-c2ccccc2)n1C (stereo not drawn),-11.4%,-7.5%,-16.2,0.1%,-2.0%,0.0%,-7.0%,-10.8%,-4.7%
CCOc1ccc(S(=O)(=O)Nc2cccc(-c3ccc(N4CCC(C)CC4)nn3)c2)cc1,-7.7%,-14.2%,-9.8,-8.1%[60.1 µM],28.0%,nt,6.7%,5.8%,-6.9%
O=C(NC(=S)NCc1cccnc1)c1ccccc1F,10.7%,-17.1%,-13.9,2.9%,1.2%,68.9%[activator],-9.4%,-5.4%,-1.1%
CC(=O)c1c(C)[nH]c(C(=O)OCC(=O)NCCc2ccc(Cl)cc2)c1C,-2.7%,-21.4%,-9.6,-13.5%,30.9%,-8.4%,-9.0%,?,-0.5%
CCNC(=O)/C(C#N)=C/c1c(N2CCN(C)CC2)nc2c(C)cccn2c1=O,135.4%[activator],-8.4%,-13.0,-0.3%,22.8%,-1.0%,5.6%,7.4%,3.1%

Reprinted at random: 2 records from the list.
Molecule,Pol iota inh,Pol eta inh,RXFP1 antag,POLK inh,POLB inh,APE1 inh,Tb PGK inh,Apoferritin bind,BLM inh
Cc1ccc(S(=O)(=O)N2CCCCC2)cc1C(=O)NCc1ccncc1,33.4%[activator],-2.2%,-15.9,-3.5%,25.3%,-8.9%,-6.7%,4.2%,0.9%
COc1ccc(NC2CCCN(C(=O)c3ccc(C)nc3)C2)cc1 (stereo not drawn),21.9%,-17.3%,5.0,-1.8%,32.0%,18.4%,-2.6%,-5.3%,0.1%

Later entries:
Molecule,Pol iota inh,Pol eta inh,RXFP1 antag,POLK inh,POLB inh,APE1 inh,Tb PGK inh,Apoferritin bind,BLM inh
COc1cc(/C=C2\SC(=S)N(CC(=O)Nc3cccnc3)C2=O)cc(OC)c1OC,70.6%[activator],-18.7%,-11.4,-0.2%,2.9%,7.5%,0.0%,?,-16.4%
Nc1ccc(S(=O)(=O)NNC(=O)C(=O)NNc2ccccn2)cc1,1.7%,-13.6%,10.9,4.1%,0.0%,2.1%,0.2%,10.2%,0.0%
CC1(C)NC(=O)N(CC(O)COc2ccc(-c3ccc(C#N)cc3)cc2)C1=O (stereo not drawn),1.7%,-8.1%,-2.3,-3.3%,-0.6%,-2.3%,-6.4%,-5.6%,-2.7%
Cc1ccccc1S(=O)(=O)Nc1nc2ccccc2nc1NCCO,-0.3%,-0.8%,8.8,-17.8%,1.5%,-1.9%,1.4%,6.2%,-0.3%
Cc1cccc(NC(=O)CN2C(=O)S/C(=C\c3ccc(-c4cccc(C(=O)O)c4C)o3)C2=O)c1,?,35.5µM*,13.6,-17.4%,7.5%,?,i,-9.1%,?
Cc1cc(=O)oc2cc(OCC(=O)NCCN3CCOCC3)ccc12,42.8%[activator],-4.6%,2.9,1.7%,44.7%,29.7%,2.6%,-2.4%,1.1%
CC(=O)Nc1c(C)ccc(CNC(=O)COc2ccc(F)cc2)c1C,0.0%,-7.5%,-2.4,-1.2%,63.9%,26.6%,-5.9%,-2.2%,0.8%
O=C(Nc1ccc(N2CCN(C(=O)c3cccs3)CC2)cc1)c1ccco1,99.8%[activator],-4.4%,-4.1,2.1%,16.1%,32.8%[activator],-9.4%,-1.0%,-7.3%
Cc1oc(=O)c(NC(=O)c2ccc(Cl)cc2)cc1C(=O)c1ccccc1,-0.6%,?,-15.6,-11.5%,4.4%,-1.5%,3.9%,-9.8%,4.7%
COc1cccc(C(=O)N2CCN(C(=O)COc3ccc4ccccc4c3)CC2)c1,109.7%[activator],-11.9%,-10.5,-2.3%,8.2%,19.8%,3.2%,-8.3%,-3.8%
O=C(CN1CCCN(Cc2ccc(Cl)cc2)S1(=O)=O)Nc1ccccc1F,18.3%,-18.7%,-15.0,-4.1%,19.2%,nt,i,-2.0%,-2.0%
CC(=O)c1ccc(OCC(=O)NCC2(N3CCCCC3)CCCCC2)cc1,42.5%[activator],-17.0%,-0.2,0.8%,23.8%,1.9%,-7.4%,-13.8%,2.4%
COc1ccccc1CNS(=O)(=O)c1ccc2c(c1)CC(=O)N2C,7.7%&5.9%,-6.0%&-14.6%,2.4&-2.3,-4.4%&-6.8%,?,3.4%,6.2%,-18.1%&-3.3%,-10.1%&0.7%
CCc1ccc(NC(=O)C2CCN(c3nn4cc(-c5ccc(OC)cc5)nc4s3)CC2)cc1,17.8%,-7.4%,-3.5,-7.6%,-0.9%,nt,9.4%,-11.6%,-0.7%
CC(=O)Cn1ncc(N2CCOCC2)cc1=O,29.3%,-17.9%,6.8,2.9%,20.7%,3.7%,-3.2%,-5.3%,-7.3%
CCOc1ccc(S(=O)(=O)Nc2ccc(C(=O)NCCCN3CCOCC3)cc2)cc1,14.2%,-15.4%,-6.2,-9.8%,nt,10.3%,2.0%,nt,nt
CCCSC1=N/C(=C/c2ccsc2)C(=O)N1c1ccccc1,14.6%,-2.2%,nt,-0.7%,0.4%,20.1%,-3.3%,-0.5%,-12.9%
